IMPase Li cell: qHTS Assay for Identifying the Cell-Membrane Permeable IMPase Inhibitors: Potentiation with Lithium. CHO-M1 cells, IP1 TR-FRET (IP-One), carbachol + lithium. Potency, µM (titrated, usually from 59.4 µM), for the others: top-dose activity, negative = IMPase inhibition, hits mostly inhibitors. 210,000 tested, 0.35% active. AID 1457, 2008;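 note: IP1 builds up when IMPase is blocked and the TR-FRET signal falls; potency is the fitted concentration of half-maximal effect; plate controls were basal vehicle for no effect and high inhibitor control for full effect; nearly all actives have a fitted effect of over 50% in size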
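IP1 accumulation measured by competitive TR-FRET in lysed CHO-M1 cells after 30 min compound exposure at 37C, with a small lithium addition to potentiate weak responses. Hill-equation AC50 from ratio and donor-channel data.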
Luc counter: Counterscreen for Luciferase (Kinase-Glo TM) Inhibition. Kinase-Glo luciferase, ATP luminescence, 8 min. Potency, µM (highest dose often 38.3 µM), inactives show top-dose activity change, negative = inhibition, hits mostly inhibitors. 200,000 tested, 0.28% active. AID 1379, 2008; note: potency is the fitted concentration of half-maximal effect; % is set by controls: 0 for no effect and ±100 for the full control effect; nearly all actives have a fitted effect of over 60% in size
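Compounds were added to a substrate mix at pH 7.2 (50 mM imidazole, 10 uM ATP, within the enzyme's linear range), followed by Kinase-Glo detection reagent; luminescence was measured after 8 minutes at ambient temperature.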
SMN2 splice up: qHTS Assay for Enhancers of SMN2 Splice Variant Expression; HEK293 SMN2-luciferase splicing reporter, luminescence, 30-36 h; Potency, µM (top dose mostly 46.1 µM), inactives show at the top dose activity change, positive = activation, most hits filed as activators; AID 1458, 2008; 210,000 tested, 2.8% active; note: potency is the fitted concentration of half-maximal effect; % of control where 0% means no effect; nearly all actives have a fitted effect of over 55% in size
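qHTS luciferase splicing reporter: luminescence rises when SMN2 exon 7 is included in transfected HEK293 cells. Compound exposure lasted 30-36 h at 37C, with 4.5 mM final sodium butyrate as control, followed by a ONE-Glo read.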
HTT ATP protect: qHTS Multiplex Assay to Identify Dual Action Probes in a Cell Model of Huntington: Cytoprotection (ATP). Potency, µM (top dose mostly 56.4 µM), for inactives: cytoprotection (ATP increase), usual class: activators. PC12 HTT-Q103 induced, cytoprotection, ATP luminescence, 40 h. 230,000 tested, 0.14% active;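 note: potency is the fitted concentration of half-maximal effect; % of control where 0% means no effect; nearly all actives have a fitted effect of over 45% in size; toxic huntingtin expression switched on by the ecdysone agonist tebufenozide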
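Compounds were screened for protection of PC12 cells against cell death after tebufenozide induction (100 nM final) of mutant Huntingtin exon 1 (Q103) fused to GFP.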
CBFb-RUNX1 inh: qHTS Assay for Compounds Blocking the Interaction Between CBF-beta and RUNX1 for the Treatment of Acute Myeloid Leukemia. Runt-related transcription factor 1 (Homo sapiens) + Core-binding factor subunit beta …. AlphaScreen CBFb-His/RUNX1-biotin binding, biochemical. Potency, µM (highest dose often 59.8 µM), inactives show at the top dose activity, negative = inhibition, actives largely listed as inhibitors. 230,000 tested, under 10 active; note: % of control where 0% means no effect
Target sequence (Q01196 whole entry, looked up): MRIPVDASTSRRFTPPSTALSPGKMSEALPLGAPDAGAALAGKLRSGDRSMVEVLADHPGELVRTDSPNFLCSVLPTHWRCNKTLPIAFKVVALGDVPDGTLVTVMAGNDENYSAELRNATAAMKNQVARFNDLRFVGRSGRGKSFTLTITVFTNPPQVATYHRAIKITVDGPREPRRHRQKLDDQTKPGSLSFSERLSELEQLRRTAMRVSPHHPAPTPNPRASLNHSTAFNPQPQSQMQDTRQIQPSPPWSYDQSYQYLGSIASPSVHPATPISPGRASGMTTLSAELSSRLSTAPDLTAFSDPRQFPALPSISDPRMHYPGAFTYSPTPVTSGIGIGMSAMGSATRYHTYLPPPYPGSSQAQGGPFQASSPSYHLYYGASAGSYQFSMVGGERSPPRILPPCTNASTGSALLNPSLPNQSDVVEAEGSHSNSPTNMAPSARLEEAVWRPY
Target sequence (Q13951 whole entry, looked up): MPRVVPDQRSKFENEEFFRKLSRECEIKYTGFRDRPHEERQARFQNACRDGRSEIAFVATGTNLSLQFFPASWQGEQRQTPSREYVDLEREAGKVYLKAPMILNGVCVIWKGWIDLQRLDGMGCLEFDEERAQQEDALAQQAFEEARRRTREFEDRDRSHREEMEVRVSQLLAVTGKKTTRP
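CBF-beta (His) and RUNX1 (biotin), 30 nM each; 20 min preassociation; + compound, 15 min; + beads 50 ng each (Ni, streptavidin), 90 min; RT; AlphaScreen read.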
HttQ103 aggreg: qHTS Multiplex Assay to Identify Dual Action Probes in a Cell Model of Huntington: Aggregate Formation (GFP); Potency, µM (top dose mostly 46.1 µM), for the others: at the highest dose activity change, negative = inhibition, most hits filed as inhibitors; PC12 HttQ103-GFP aggregates, Acumen cytometry, 40 h; 220,000 tested, 1.1% active; AID 1688, 2009; note: potency is the fitted concentration of half-maximal effect; % is set by controls: 0 for no effect and ±100 for the full control effect; nearly all actives have a fitted effect of over 60% in size
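Compounds (qHTS titration) were added to PC12 cells expressing an ecdysone-driven HTT exon 1 Q103–GFP fusion after induction with 100 nM tebufenozide. Aggregate formation was measured as GFP objects in cell lysates.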
LMNA splice mod: qHTS Assay for Modulators of Lamin A Splicing; AID 1487, 2009; HeLa LMNA splicing GFP/RFP minigene ratio, 48 h; Potency, µM (doses to about 46.1 µM), for inactives: at the top dose ratio change, negative = inhibition, actives largely listed as inhibitors; 200,000 tested, 0.01% active; active = well fitted inhibition curve with a large enough effect in the signal ratio, with a control signal flat, not every such curve was filed as active; inconclusive = small, poorly fitted or top-dose-only effect, or effect the other way, or a change in a side signal; the % refers to the signal ratio; note: potency is the fitted concentration of half-maximal effect; % is set by controls: 0 for no effect and ±100 for the full control effect
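Read-out is the ratio of GFP to DsRed2 object intensity, acquired by 488 nm laser-scanning cytometry on HeLa lamin A-EGFP minigene reporter cells. Compound incubation 48 hrs at 37 °C in Opti-MEM with 2% FBS; DMSO 0.5% final.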
* hit, by the source's call; ? = inconclusive; / = no result given; & = joins results of further samples; [ ] = remark or other dose. Unless noted, calls come from the whole dose curve; as a rule, active = well fitted curve in the direction sought with a large enough effect; inconclusive = small, poorly fitted or top-dose-only effect, or another doubt; inactive = no such curve, though single readings can be large; an effect the other way counts as inactive or inconclusive.

1	CCOC(=O)C1CCCN(c2c(N3CCN(c4cccc(Cl)c4)CC3)c(=O)c2=O)C1 (centres undefined)
2	CCOC(=O)C1CCCN(C(=O)c2cccc(S(=O)(=O)N3CC(C)OC(C)C3)c2)C1 (centres undefined)
3	O=c1cc(-c2ccc(F)cc2)[nH][nH]1
4	CN1CCN(C(=O)C2=C[C@@H](c3coc4ccccc4c3=O)C[C@@H](OCCCCO)O2)CC1
5	COc1ccc(CCNC(=O)CSc2nccc(=O)[nH]2)cc1OC
6	O=C(Nc1ccccc1-c1ccccc1)C1CCCCC1

Assay by compound	1	2	3	4	5	6
IMPase Li cell	3%	/	-6%	10%	4%	9%
Luc counter	/	/	0%	/	-3%	1%
SMN2 splice up	/	/	19%	/	-10%	11%
HTT ATP protect	-9%	10%[10 µM]	/	8%[10 µM]	11%[10 µM]	-7%[10 µM]
CBFb-RUNX1 inh	10%	5%	-5%	1%	4%	-2%
HttQ103 aggreg	-4%[9.22 µM]	-4%[9.22 µM]	10%	4%[9.22 µM]	-3%[9.22 µM]	-14%
LMNA splice mod	/	/	4%	/	9%[46 µM]	4%

7	O=C(Nc1ccc2oc(=O)ccc2c1)c1ccc(-c2cccc([N+](=O)[O-])c2)o1
8	O=C(NCc1ccco1)Nc1ccccc1Cl
9	CCC(=O)N1CCc2cc(S(=O)(=O)NCCCN3CCN(Cc4ccccc4)CC3)ccc21
10	O=C(CN1CCN(C2CCCCC2)CC1)c1ccc2cc[nH]c2c1
11	COc1ccc(/C=N/NC(=O)CNC(=O)c2ccc3c(c2)OCCO3)cc1OC
12	COC(=O)C1(S(=O)(=O)C2(C(=O)OC)CCCC2)CCCC1

Assay by compound	7	8	9	10	11	12
IMPase Li cell	/	17%[38.3 µM]	81%[activator][38.3 µM]	-7%[38.3 µM]	0%	-2%[38.3 µM]
Luc counter	/	0%	-3%	-4%	1%	10%
SMN2 splice up	/	8%	-17%	14%	6%	1%
HTT ATP protect	-76%[inhibitor][10 µM]	-16%	-2%	-1%	22%[10 µM]	-10%
CBFb-RUNX1 inh	0%	5%	6%	0%	-1%	4%
HttQ103 aggreg	-40%[9.22 µM]	?	-25%	5%	5%	9%
LMNA splice mod	/	8%	-19%	-3%	-15%	4%

13	CCc1ccc(C2C3=C(CC(C)(C)CC3=O)OC3=C2C(=O)CC(C)(C)C3)cc1
14	O=C(Nc1ccc2c(c1)OCO2)c1cc(C2CC2)on1
15	O=C(Nc1ccc(SC(F)F)cc1)C12CCC(CC1)C2
16	COc1ccc(CCNC(=O)CN(C)S(=O)(=O)c2ccc3c(c2)CCC(=O)N3)cc1OC
17	COc1cc(C2C(C(C)=O)=C(O)C(=O)N2CCc2c[nH]c3ccccc23)ccc1O (centres undefined)
18	CCOC(=O)c1cc(CO)cc(C(=O)OCC)c1

Assay by compound	13	14	15	16	17	18
IMPase Li cell	5%	26%[38.3 µM]	0%	-3%[38.3 µM]	-10%[38.3 µM]	/
Luc counter	-3%	-4%	-1%	1%	-6%	/
SMN2 splice up	6%	11µM*	16%	-11%	-7%	/
HTT ATP protect	/	-18%	-13%[10 µM]	-7%	-7%	-7%[10 µM]
CBFb-RUNX1 inh	0%	-5%	3%	1%	1%	6%
HttQ103 aggreg	-1%	-10%	-18%	-3%	2%	-3%[9.22 µM]
LMNA splice mod	5%	-6%	-2%	4%	-2%	/

19	Cc1c(NC(=O)/C(C#N)=C/c2ccc(-c3cccc(Cl)c3)o2)c(=O)n(-c2ccccc2)n1C
20	COc1ccc(NCc2ccccc2[N+](=O)[O-])cc1OC
21	O=C(NC1CCS(=O)(=O)C1)OC1CCCCC1 (centres undefined)
22	Cn1nc(-c2ccccc2)c(CO)c1Oc1cccc(C(F)(F)F)c1
23	O=C(COC(=O)C1CCN(S(=O)(=O)c2cccs2)CC1)NCc1ccc(F)cc1
24	O=C(c1ccc(CN2CCOCC2)cc1)N1CCN(c2ccccc2)CC1

Assay by compound	19	20	21	22	23	24
IMPase Li cell	12%	6%	4%	-4%	/	-5%
Luc counter	1%	0%	1%	-1%	/	0%
SMN2 splice up	-25%	-21%	-8%	-31%[inhibitor]	/	-15%
HTT ATP protect	23%[10 µM]	14%[10 µM]	9%[10 µM]	20%	11%[10 µM]	0%[10 µM]
CBFb-RUNX1 inh	?	?	-2%	4%	4%	11%
HttQ103 aggreg	-21%	-12%	-4%	-3%	20%[9.22 µM]	-5%
LMNA splice mod	-17%	-2%	-10%	/	/	-1%

Compound profiles (already shown).
Record of O=C(c1ccc(CN2CCOCC2)cc1)N1CCN(c2ccccc2)CC1 → IMPase Li cell: -5%; Luc counter: 0%; SMN2 splice up: -15%; HTT ATP protect: 0%[10 µM]; CBFb-RUNX1 inh: 11%; HttQ103 aggreg: -5%; LMNA splice mod: -1%
Record of O=C(COC(=O)C1CCN(S(=O)(=O)c2cccs2)CC1)NCc1ccc(F)cc1 → IMPase Li cell: /; Luc counter: /; SMN2 splice up: /; HTT ATP protect: 11%[10 µM]; CBFb-RUNX1 inh: 4%; HttQ103 aggreg: 20%[9.22 µM]; LMNA splice mod: /

More results:
25	COc1cc2nc(CSc3ncn[nH]3)[nH]c(=O)c2cc1OC
26	O=C(CSCC(=O)NCc1ccco1)NCc1ccco1
27	CCOC(=O)c1cc(-c2csc(COc3ccccc3)n2)on1
28	CCOC(=O)c1cccc(NC(=O)C2(S(=O)(=O)c3ccc(C)cc3)CC2)c1
29	CC(C)(C)c1cc(C(=O)NNc2ccc(OC(F)(F)F)cc2)n(Cc2ccccc2)n1
30	COC(=O)c1ccccc1NC(=S)NC(=O)COc1ccccc1

Assay by compound	25	26	27	28	29	30
IMPase Li cell	4%	23%[38.3 µM]	/	1%	/	-8%
Luc counter	1%	-1%	/	-4%	/	8%
SMN2 splice up	-2%	48%	/	-14%&-19%	/	15%
HTT ATP protect	-21%	-13%[10 µM]	5%[10 µM]	13%[10 µM]	-7%[10 µM]	-15%[10 µM]
CBFb-RUNX1 inh	?	1%	24%	10%	13%	-3%
HttQ103 aggreg	-2%	-24%	-2%[9.22 µM]	15%	9%[9.22 µM]	17%
LMNA splice mod	?	14%	/	-23%	20%[46 µM]	1%

31	COc1ccc(OC)c(NC(=O)Cn2cc(C#N)c3cc(Br)ccc32)c1
32	O=C(NCCO)c1nc(NCCO)c2ccccc2n1
33	O=C(NC1CCN(Cc2ccccc2)CC1)c1ccc(S(=O)(=O)NCc2ccco2)cc1
34	O=C1NC(=O)c2cc(Br)cc3cccc1c23
35	CC1CCN(C(c2ccccc2)c2nnnn2C(C)(C)C)CC1 (centres undefined)
36	COc1ccc(-c2cc(=O)oc3c(C)c(O)c(CN(C)C)cc23)cc1

Assay by compound	31	32	33	34	35	36
IMPase Li cell	31%[activator][38.3 µM]	-8%[38.3 µM]	11%	?	39%[activator][38.3 µM]	-7%[38.3 µM]
Luc counter	-1%	-2%	-1%	0%	-1%	3%
SMN2 splice up	-10%	-9%	-69%[inhibitor]	9%	5%	1%
HTT ATP protect	-12%	-6%[0.074 µM]	4%	19%[10 µM]	8%	-26%[10 µM]
CBFb-RUNX1 inh	10%	6%	5%	2%	-5%	14%
HttQ103 aggreg	-10%	1%	-30%	-3%	-26%	?
LMNA splice mod	5%	-5%	-29%[46 µM]	4%[46 µM]	7%	?

37	Cc1occc1C(=O)NNC(=O)C1CC1
38	COc1ccc(OC(=O)c2cn(C)nc2C(F)(F)F)cc1
39	CC(C)(C)c1ccc(C(=O)CSc2nc3ccccc3c(=O)[nH]2)cc1
40	Cn1cc(-c2ccc(Cl)cc2)cc(C#N)c1=O
41	O=C(CCCC(=O)N1CCc2ccccc21)N1CCc2ccccc21
42	COc1ccc(C2c3c(oc4ccc(Cl)cc4c3=O)C(=O)N2Cc2ccco2)cc1OC (centres undefined)

Assay by compound	37	38	39	40	41	42
IMPase Li cell	0%	33%[38.3 µM]	-90%[38.3 µM]	7%	2%[38.3 µM]	/
Luc counter	-4%	18%	-6%	-2%	13%	/
SMN2 splice up	-10%	15%	-8%	-2%	17%	/
HTT ATP protect	-6%	9%	-20%	-36%[inhibitor]	-7%	-6%[0.074 µM]
CBFb-RUNX1 inh	0%	9%	5%	27%	-3%	10%
HttQ103 aggreg	-5%	6%	?	-10%	0%	19%
LMNA splice mod	4%[9.22 µM]	-5%	2%	/	3%	0%

43	COc1cc(Br)cc(CN2CCN(C/C=C/c3ccccc3)CC2)c1O
44	Cn1c(N)c(C(=O)CCl)c(=O)n(Cc2ccccc2)c1=O
45	COCCNc1nc(-c2cccc(NS(C)(=O)=O)c2)nc2ccccc12
46	COc1cccc(NC(=O)Nc2cc(C)ccc2F)c1
47	CCOC(=O)NC(=O)/C(C#N)=N/Nc1ccc(F)cc1
48	COc1ccc(-n2c(C)cc(C(=O)COC(=O)c3cc(OC)c(OC)cc3NC(=O)c3cccs3)c2C)cc1
49	COc1ccc(-n2c(-c3ccco3)n[nH]c2=S)cc1
50	COc1ccc(-n2c(=O)[nH]cc(C(=O)Nc3ccc4c(c3)OCCO4)c2=O)cc1
51	CCOC(=O)c1cccc(NC(=O)Nc2ccc(OCC)cc2)c1

Assay by compound	43	44	45	46	47	48	49	50	51
IMPase Li cell	31%[activator][38.3 µM]	5%	7%	4%[38.3 µM]	33%[activator][38.3 µM]	0%	-36%[38.3 µM]	-6%[38.3 µM]	8%
Luc counter	0%	-3%	/	-3%	-1%	0%	14%	-3%	1%
SMN2 splice up	-41%[inhibitor]	-34%[inhibitor]	/	22%	-1%	-28%	-7%	-42%[inhibitor]	10µM*
HTT ATP protect	-27%[0.074 µM]	/	-89%[inhibitor]	-3%	-2%	/	-13%[10 µM]	3%	/
CBFb-RUNX1 inh	-7%	2%[2.36 µM]	/	1%	-18%	-17%	0%	-5%	4%
HttQ103 aggreg	22%	6%	/	-14%	11%	-25%	5%	-4%	5%
LMNA splice mod	?	-12%	-19%	7%[0.0737 µM]	1%	5%	-7%	5%	/

Compound activity as filed in PubChem BioAssay.
